# PRMT1 FP inh: blocks human protein arginine methyltransferase 1. inhibition, % at 2.79 µM. Q99873. recombinant PRMT1, activity-based probe fluorescence polarization. actives 1.3% (n = 370,000);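 active means inhibition above about 21% made by adding two undisclosed values, limit read from the data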
# rCAG binder: molecules binding r(CAG) RNA repeats; r(CAG) RNA repeat, TO-PRO-1 dye displacement fluorescence; inhibition, % at 3 µM; actives 1.3% (n = 370,000); AID 651821;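 active means inhibition above the plate cutoff, the mean of all test compounds on that plate plus 3 SD, cut at about 35% in these data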;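 further: 0% = DMSO alone and 100% = 100 µM mitoxantrone as full dye displacement; higher means more dye released from RNA so lower well fluorescence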
# UHRF1 MBD2 ctr: human UHRF1 methylated DNA binding inhibitors. UHRF1 binding to methylated oligo, TR-FRET. AID 687016. actives 0.75% (n = 370,000). Q96T88. inhibition, % at 4.4 µM; in the data active means inhibition above about 21%;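 further: UHRF1 SRA domain binding a hemimethylated CpG hairpin DNA probe; 0% = median of test compound wells and 100% = reference inhibitor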
# SIAE primary: human SIAE inhibition, primary screen; Q9HAT2; SIAE FP-Rh probe binding, fluorescence polarization; inhibition, % at 9.66 µM; actives 0.69% (n = 370,000);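 active means inhibition above a cutoff: mean of compounds within the control limits plus 3 SD of those, cut at about 17% in these data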;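 further: 0% = plate median of compound wells and 100% = probe without SIAE protein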
# GC-B act: GC-B (human) receptor activation | P20594 | HEK293-GC-B cells, CNP EC30, cGMP TR-FRET; 0% at EC30 CNP, 100% saturating CNP | activation, % at 10 µM | actives 0.11% (n = 370,000);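 active means activation at 10 µM reaching about 35% in either raw or pattern-adjusted values, limit read from the data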
# Target sequence (P20594 whole entry, looked up): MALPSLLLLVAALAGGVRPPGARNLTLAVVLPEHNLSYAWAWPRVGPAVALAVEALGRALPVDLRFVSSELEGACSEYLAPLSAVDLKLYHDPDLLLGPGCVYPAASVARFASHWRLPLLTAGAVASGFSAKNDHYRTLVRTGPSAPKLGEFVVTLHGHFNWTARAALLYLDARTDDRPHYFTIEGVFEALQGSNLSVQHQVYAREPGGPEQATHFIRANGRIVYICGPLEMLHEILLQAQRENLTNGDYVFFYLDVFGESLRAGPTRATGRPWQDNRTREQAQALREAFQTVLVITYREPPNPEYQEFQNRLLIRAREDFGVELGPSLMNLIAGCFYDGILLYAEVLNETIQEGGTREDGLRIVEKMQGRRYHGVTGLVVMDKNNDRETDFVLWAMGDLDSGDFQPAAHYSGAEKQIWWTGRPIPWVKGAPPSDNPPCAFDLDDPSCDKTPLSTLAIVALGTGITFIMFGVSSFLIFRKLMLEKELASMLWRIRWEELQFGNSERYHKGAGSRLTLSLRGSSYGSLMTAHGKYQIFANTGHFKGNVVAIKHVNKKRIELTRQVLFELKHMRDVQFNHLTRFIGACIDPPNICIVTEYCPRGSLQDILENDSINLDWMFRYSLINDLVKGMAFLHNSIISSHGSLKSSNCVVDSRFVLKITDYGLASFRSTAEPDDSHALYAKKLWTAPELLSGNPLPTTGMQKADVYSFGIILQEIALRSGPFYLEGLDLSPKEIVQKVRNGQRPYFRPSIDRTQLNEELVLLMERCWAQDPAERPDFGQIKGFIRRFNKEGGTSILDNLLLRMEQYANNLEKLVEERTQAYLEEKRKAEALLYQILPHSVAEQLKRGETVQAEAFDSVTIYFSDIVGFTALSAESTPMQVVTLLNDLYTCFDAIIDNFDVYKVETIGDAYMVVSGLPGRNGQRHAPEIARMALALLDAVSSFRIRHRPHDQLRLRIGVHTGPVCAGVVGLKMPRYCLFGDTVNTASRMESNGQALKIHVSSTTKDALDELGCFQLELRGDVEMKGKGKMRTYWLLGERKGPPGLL
# TCR CD3 inh: human TCR-CD3 binding inhibition | TAMRA-labeled TCR probe fluorescence, biochemical | inhibition, % at 9.4 µM | actives 0.37% (n = 360,000); in the data active means inhibition above about 19%;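 further: recombinant mutant TCR 2C K166C tagged with TAMRA read by polarization; 0% = receptor in buffer alone and 100% = receptor with positive control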
# mABHD4 FP: ABHD4 (mouse) inhibition, primary FP screen. Q8VD66. purified mABHD4, FP-Rh probe fluorescence polarization. inhibition, % at 8.92 µM. actives 0.54% (n = 370,000);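 active means inhibition exceeding the mean over every tested compound plus 3 SD, cut at about 30% in these data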;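 further: 0% = plate median of compound wells and 100% = S159A mutant with DMSO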
#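 System: mouse ABHD4 enzyme, wild type / Medium: HEPES pH 7.0, NaCl, Pluronic buffer / Reagent: FP-Rh activity-based fluorescent probe / Control set: S159A mutant high control, sample median low control / Detection: fluorescence polarization with parallel and perpendicular emission, 525/598 nm / Schedule: 45 min + 60 min at 25 °C / Compound dosing: 8.92 µM, single dose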
# NPR1 activator: GC-A (human) enzyme activation. P16066. HEK293 GC-A cells, cGMP TR-FRET, EC30 ANP; 0% at EC30 ANP, 100% saturating ANP. activation, % at 10 µM. actives 0.14% (n = 370,000). AID 1671463; in the data active means activation above about 40%
# HTRA1 inh: HTRA1 (human) protease inhibition | recombinant HTRA1, FP-rhodamine activity-based probe, fluorescence polarization | inhibition, % at 5.96 µM | actives 0.5% (n = 340,000); in the data active means inhibition above about 36%;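 further: 0% = enzyme with DMSO and 100% = wells lacking enzyme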
# MBD2 inh: MBD2-methylated oligo binding inhibition | Q9UBB5 | TR-FRET, MBD2 binding to methylated oligonucleotide | inhibition, % at 4.4 µM | actives 0.31% (n = 370,000) | AID 686964; in the data active means inhibition above about 13%
# An asterisk follows results filed as active; nt = no result given; & = joins results of further samples. These rows are one share of the data, so the mix of outcomes need not match the whole.
SMILES,PRMT1 FP inh,rCAG binder,UHRF1 MBD2 ctr,SIAE primary,GC-B act,TCR CD3 inh,mABHD4 FP,NPR1 activator,HTRA1 inh,MBD2 inh
CC(=O)N(Cc1cc(=O)[nH]c2ccccc12)c1cccc(C)c1,14,12,0,-9,-10,3,-5,-5,-12,2
Cc1ccc(-c2nc3ccccc3c(C(=O)NCc3cccs3)c2C)cc1,3,7,0,0,-5,16,-17,5,-27,-2
Cc1ccc(OCC(=O)Nc2sc3c(c2C#N)CCC3)cc1C,0,6,-1,-2,-1,2,0,-3,0,-2
CC(C)Nc1nc(-c2ccccc2)nc(-n2ccnc2)n1,-1,0,-1,7,-15,7,-11,-33,-6,-2
COc1ccc(/C=C/C(=O)NC(=S)NNC(=O)c2cccnc2)cc1,-2,10,-12,21*,7,17,11,0,2,-6
COc1ccc(NC(=O)N2CCC(C(=O)c3ccc(F)cc3)CC2)cc1,2,0,2,4,-1,-1,-7,-2,2,2
CCOC(=O)C1=C(CC)Nc2ccccc2N/C1=N\S(=O)(=O)c1ccccc1F,3,24,0,-3,4,-2,-6,3,-8,5
Cn1ncc(N2CCN(S(=O)(=O)c3ccc(Br)cc3)CC2)c(Cl)c1=O,-1,-3,-1,2,0,5,-7,-6,-2,-2
COc1ccc(N2CCN(CCCn3cnc4c(OC)ncnc43)CC2)cc1,-1,1,-1,5,1,7,-1,-1,4,-2
NC(=O)C1CCN(C(=O)CNC(=O)c2ccc(F)cc2)CC1,-7,-2,0,2,5,5,-1,-2,-3,-1
O=C(OCC(=O)N1CCCc2ccccc21)c1ccccc1OC(F)F,-1,5,-2,-7,-5,2,1,-1,2,-4
COc1cccc(-n2c(CN3CCN(c4ccc(C)cc4)C(C)C3)nc3ccc([N+](=O)[O-])cc3c2=O)c1 (stereo unspecified),2,5,1,4,-6,4,9,-5,-31,-5

# The last two records of the section before lead into the next.
SMILES,PRMT1 FP inh,rCAG binder,UHRF1 MBD2 ctr,SIAE primary,GC-B act,TCR CD3 inh,mABHD4 FP,NPR1 activator,HTRA1 inh,MBD2 inh
O=C(OCC(=O)N1CCCc2ccccc21)c1ccccc1OC(F)F,-1,5,-2,-7,-5,2,1,-1,2,-4
COc1cccc(-n2c(CN3CCN(c4ccc(C)cc4)C(C)C3)nc3ccc([N+](=O)[O-])cc3c2=O)c1 (stereo unspecified),2,5,1,4,-6,4,9,-5,-31,-5
O=C(Nc1cccc(Cl)c1N1CCOCC1)c1ccc(Br)o1,3,-5,1,3,-1,4,7,-1,-13,3
CSc1ccc(C(=O)C2CCCN(C(=O)CN3CCOC3=O)C2)cc1 (stereo unspecified),1,-2,-2,6,-6,-1,-5,-1,5,1
Cc1cccc2c(=O)c(-c3ccc(Cl)cc3)c(NC(=O)c3ccco3)oc12,8,12,3,-1,2,-6,-9,-4,-4,2
O=C(CCCOc1ccccc1)N1CCN(S(=O)(=O)c2ccc(Cl)cc2)CC1,0,1,1,4,-17,-3,3,0,5,1
CCOc1ccc(N=C(NC#N)SCC(=O)NC2CC2)cc1,3,4,2,7,-4,-3,-2,-3,-8,2
Cc1ccc(S(=O)(=O)NC(=O)NN2CCCCCC2)cc1,-1,2,-1,0,-1,6,-4,2,6,-1
O=C(COn1nnc2ccc(C(F)(F)F)cc21)Nc1c(Cl)cccc1Cl,4,-1,6,-2,-7,0,6,-2,-6,-4
Cc1cccc(/C(N)=N/OC(=O)COc2ccc(Cl)c(C)c2)c1,0,2,0,7,-1,3,3,7,0,-3
COc1ccc(C(=O)NC(C)c2nc3ccccc3[nH]2)cc1OC (stereo unspecified),3,-2,0,10,2,-2,8,-3,2,1
OCCNC(=S)Nc1ccc2c(c1)OCCO2,-2,2,-2,15,7,9,9,3,-3,2
Cc1ccc(NC(=O)Cn2cc(C(F)(F)F)cc(Cl)c2=O)cc1Cl,-1,0,-4,-2,0,7,2,-4,-9,-5
Cc1c(NS(C)(=O)=O)cccc1-c1nc2cccnc2s1,-3,2,-3,2,-2,7,-6,1,-1,-2
O=C(O)c1ccc(N2C(=O)CCCC2=O)cc1,4,4,0,-8,10,-8,2,4,-8,6
CCOC(=O)c1ccccc1NC(=O)CN1C(=O)CCS(=O)(=O)c2ccccc21,1,1,-3,3,-1,-7,1,2,6,-1
CCCC(=O)Nc1nc(-c2ccc3c(c2)OCCO3)cs1,-4,3,1,-2,-4,-1,-3,16,-1,-2
CCN(CC)S(=O)(=O)c1ccc(C(=O)NCC2CCCCC2)cc1,-3,0,-2,-1,-2,1,-5,1,-5,-2
Cc1ccc(-n2cc(CNC(C)c3cnn(C)c3C)c(-c3ccc(F)cc3)n2)cc1 (stereo unspecified),2,-4,1,-1,2,-7,6,-3,-3,-2
CCS(=O)(=O)n1nc(-c2ccccc2)nc1NCc1ccco1,3,7,1,-5,0,-2,-10,0,-4,-6
COc1cccc(NC(=O)C2CCCO2)c1 (stereo unspecified),-1,-2,-1,-1,5,2,-6,5,4,-1
CC(C)CNC(=O)CN1C(=O)NC(Cc2c[nH]c3ccccc23)C1=O (stereo unspecified),0,-2,9,-1,2,-7,-1,-5,2,2
CCCCOc1cc(C(=O)NCCN(CC)CC)c2ccccc2n1,1&-3,-1&1,-1&1,9&-1,-1&1,-2&-3,-1&5,5&7,4&3,-3&-1
COc1cccc(NC(=O)CN2C(=O)C(=O)N(C3CCCC3)C2=O)c1,1,1,0,4,2,0,1,5,-3,4
CCOc1c(Cl)cc(/C=C/C(=O)N(CC)CC(=O)Nc2ccc(NC(C)=O)cc2)cc1OC,0,1,1,-8,1,-8,-8,-1,-11,-2
O=C1NCCCc2c1no[n+]2[O-],1,2,0,5,1,6,0,3,0,-2
O=c1c(Cc2ccc(F)cc2)c(O)ccn1CC1CCCO1 (stereo unspecified),2,-1,0,-5,-1,1,1,-1,-1,8
CCN1Cc2nnn(CC3CCCCC3)c2-c2ccccc2S1(=O)=O,0,-2,-3,2,-5,nt,6,-7,nt,-5
COc1cc(C(=O)NCC(=O)N/N=C\C(C)=C/c2ccccc2)cc(OC)c1OC,-1,-4,-1,-4,3,2,-8,-2,-6,1
CCOc1ccc(CCNC(=O)c2ccc(C)c(NC3=NC4CS(=O)(=O)CC4S3)c2)cc1 (stereo unspecified),-1,2,0,2,4,6,0,4,10,-5
COc1ccccc1N1CCN(S(=O)(=O)c2c(C)sc3ncn(CC(=O)NCCN(C)C)c(=O)c23)CC1,-1,1,2,-2,1,-9,-2,1,-1,2
COc1ccccc1/C=C/C=N\N1CCN(Cc2ccccc2Cl)CC1,0,-2,0,3,-7,1,-4,-4,6,0
Nc1nc(-c2ccc(Br)cc2)cc(C(F)(F)F)n1,-1,0,1,-3,-2,4,2,3,-2,4
CCn1c(O)c(/C=C/C=C/C=Nc2ccccc2)sc1=S,5,19,0,0,3,-8,0,1,11,0
Cc1cc2nc(-c3ccccn3)c(-c3ccccn3)nc2cc1C,3,0,0,-1,1,6,7,2,-6,-2
CCNc1ccc(P(=O)(c2ccccc2)c2ccccc2)cc1,2,-8,3,1,-6,-1,2,-6,-5,4
CC(C)C1OC2c3cccc4cccc(c34)C2N1c1ccccc1 (stereo unspecified),11,-8,-11,6,-7,12,21,-5,2,-11
CCOC(=O)c1cc2c(ccn2C)n1CC(=O)N(Cc1ccccc1)c1ccc(F)cc1,4,-1,-1,13,-5,-3,-4,0,-1,2

# Filtered by structure, the compounds so far containing a furan ring, fused or not (three)
SMILES,PRMT1 FP inh,rCAG binder,UHRF1 MBD2 ctr,SIAE primary,GC-B act,TCR CD3 inh,mABHD4 FP,NPR1 activator,HTRA1 inh,MBD2 inh
O=C(Nc1cccc(Cl)c1N1CCOCC1)c1ccc(Br)o1,3,-5,1,3,-1,4,7,-1,-13,3
Cc1cccc2c(=O)c(-c3ccc(Cl)cc3)c(NC(=O)c3ccco3)oc12,8,12,3,-1,2,-6,-9,-4,-4,2
CCS(=O)(=O)n1nc(-c2ccccc2)nc1NCc1ccco1,3,7,1,-5,0,-2,-10,0,-4,-6

# Next part.
SMILES,PRMT1 FP inh,rCAG binder,UHRF1 MBD2 ctr,SIAE primary,GC-B act,TCR CD3 inh,mABHD4 FP,NPR1 activator,HTRA1 inh,MBD2 inh
Cc1c(NC(=O)CSc2ccc(Cl)cc2)cccc1-c1nc2cc(Cl)ccc2o1,-2,1,-2,-7,2,-4,3,-2,7,-2
CCCCc1nnc(NC(=O)CC(=O)Nc2ccccc2C(=O)O)s1,0,16,-3,5,-6,8,1,0,8,2
COC(=O)CSc1ncc(S(=O)(=O)c2ccccc2)c(=O)[nH]1,6,3,0,0,-2,-3,5,3,-3,-3
CC1CCN(C(=O)CSc2ccc(-c3cccc([N+](=O)[O-])c3)nn2)CC1,-3,-3,-1,12,3,9,1,9,0,0
COc1cc(C(=O)NCC(c2cccs2)N2CCOCC2)ccc1OCc1ccccc1 (stereo unspecified),0,2,2,6,4,-5,-6,0,-9,7
CCN1CCCCC(=N/O)/C(=N/O)CCCC1,2,-1,6,2,0,-7,-5,0,-1,1
COc1ccc(NC(=S)N(CCC(C)C)C2CCN(C(C)C)CC2)cc1,3,-5,-1,-5,3,0,0,2,6,3
Cc1cc(=O)n2c3c(cccc13)CCC2,2,0,4,5,-4,-7,-7,1,2,0
Cc1cccc(NC(=O)CSc2nc(C)c(Cc3ccccc3)c(=O)[nH]2)c1,4,20,-1,-10,-1,-5,4,-5,-29,0
Cc1cccc(C)c1NC(=O)CN(C)CC(=O)Nc1sc2c(c1C(N)=O)CCC2,6,0,0,4,-4,-3,6,3,-1,1
CCNC(=S)N1CCC(n2cnc3ccccc32)CC1,1,-1,-2,-1,2,-7,1,0,10,-5
Nc1nc(N)nc(COc2ccccc2)n1,-3,1,2,-2,-2,3,3,2,0,-3
CC(=O)C[C@@H](O)CC(=O)[C@@H]1OC(=O)CCCCCc2ccccc21,-4,3,1,0,-2,-2,-3,-3,-3,-7
CCCCC[C@@H](C)N1C[C@@H](COCc2ccccc2)Oc2cc(N3CC[C@H](N(C)C)C3)ccc2S1(=O)=O,4,2,0,14,1,-1,20,-1,nt,2
Cc1ccc(OCc2n[nH]c(=S)n2-c2ccccc2)cc1C,1,6,0,3,-3,-4,1,-4,3,-3
Cn1c(SCc2ccc(C(=O)Nc3nccs3)cc2)nnc1-c1ccccc1,-3,-1,-1,0,2,-4,2,0,1,1
O=C(/C=C/c1ccccc1[N+](=O)[O-])Nc1ccc(S(=O)(=O)Nc2ncccn2)cc1,6,13,2,-6,-2,-2,2,2,-2,3
CCOc1ccc(S(=O)(=O)Nc2ccc3c(c2)OCO3)c2cccnc12,3,9,9,9,2,2,16,-2,7,4
Cn1c(N)c(C(=O)c2cc(-c3ccccn3)nc3ccccc23)c(=O)[nH]c1=O,-1,4,-1,-1,7,-2,3,-8,1,0
CSCC[C@H](NC(=O)[C@@H]1Cc2ccccc2CN1)C(=O)NC(C)c1ccccc1 (stereo partly specified),2,-4,-2,4,6,5,0,0,3,-7
O=C(OCc1cccc([N+](=O)[O-])c1)c1ccc2ccccc2n1,-2,-5,-2,6,-4,0,-3,2,-2,-2
O=C(O)c1oc2ccccc2c1CSc1ccccn1,4,4,3,-12,2,3,-6,-1,10,-2
CC(C)n1nnnc1SCC(=O)Nc1cccc(F)c1,-2,-1,-3,4,2,1,5,5,-2,-4
CCOc1nc(Nc2ccc(OC)c(Cl)c2)nc(OCC)n1,-1,-4,36*,-1,-5,7,2,1,-24,3
CC(C)(C)c1ccc(N2C(=O)CSC2c2cccnc2)cc1 (stereo unspecified),-5,-2,0,1,5,6,2,4,4,2
CCN(CC(=O)Nc1ccccc1Br)Cc1nc2ccccc2c(=O)[nH]1,3,4,4,0,-4,-2,-2,-3,0,1

# Screening results: PubChem, several laboratories
